Compound activity: PubChem, several laboratories
PERK inh: inhibitors of human PERK kinase. AID 1416. 220,000 tested, 0.17% active. Q9NZJ5. CHO PERK-DD fusion, SEAP luminescence translation reporter. inhibition, % at 5.6 µM;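 active means inhibition above the mean inhibition of all tested compounds plus 3 SD, set separately per screening campaign, cut at about 2.9% in these data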;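 further: PERK kinase domain activated by AP20187 dimerizer at 100 nM; 0% = DMSO with dimerizer and 100% = rapamycin at 8.4 µM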
thrombin 1536: inhibitors of human thrombin; alpha-thrombin, Boc-VPR-AMC fluorogenic substrate cleavage; inhibition, % at 5 µM; 220,000 tested, 0.26% active; AID 1046;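 active means inhibition at or above 40%; inactive means inhibition below 40%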;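 further: 0% = enzyme with no compound and 100% = wells without enzyme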
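signal = AMC fluorescence, 355/460 nm | material = human alpha-thrombin enzyme | control set = enzyme without compound as high, wells lacking enzyme as low | times = reaction at room temperature | read-out basis = percent inhibition scaled between no-compound controls and no-enzyme blanks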
Furin inhibitor: human furin inhibition | AID 463115 | P09958 | 220,000 tested, 0.061% active | purified furin, fluorogenic substrate cleavage | inhibition, % at 30 µM; in the data active means inhibition above about 25%; further: inactives centre near -15
KCC2 mod: KCC2 (human) Cl- transport modulation; Q9H2X9; KCC2 cells, thallium flux FluoZin-2 fluorescence; B-score of Tl+ flux slope (higher = more flux/activation; lower = inhibition) at 10 µM; 190,000 tested, 2.2% active;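 active means thallium flux slope and its plate-corrected score both differing from the plate sample mean at a set confidence after two filtering rounds, in either direction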;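 further: slope of fluorescence scaled to starting intensity during 10 to 20 s after thallium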
Wee1 stabilizer: inhibitors of human Wee1 degradation | 220,000 tested, 1.2% active | P30291 | reporter increase, % at 5 µM | HeLa Luc-Wee1K328M stability, luciferase luminescence; 100% = proteasome inhibitor MG132 effect;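 active means activation above the mean of all tested compounds plus 3 SD, set per screening run, cut at about 8.8% in these data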;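 further: cells exposed to compound for 20 h before luminescence read; 0% = DMSO alone and 100% = MG132 at 30 µM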
p97 inhibitor: inhibitors of human p97 ATPase; inhibition, % at 8 µM; recombinant p97 ATPase, Kinase-Glo ATP luminescence, 3 h; 220,000 tested, 0.42% active; in the data active means inhibition above about 15%;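 further: 0% = DMSO vehicle and 100% = wells lacking enzyme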
FXIa inh: factor XIa (human) inhibition; P03951; purified FXIa, Boc-Glu-Ala-Arg-AMC fluorogenic substrate; inhibition, % at 5 µM; 220,000 tested, 0.14% active; AID 798;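 active means inhibition of at least 40%; inactive means inhibition below 40%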;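 further: fluorescence of freed AMC excited at 355 nm; 0% = enzyme without compound and 100% = no enzyme blank; many of its hits are not listed in these tables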
FXIIa inh: blocks human coagulation factor XIIa protease activity; P00748; purified FXIIa, Boc-QGR-AMC fluorogenic substrate, 2 h; inhibition, % at 5 µM; 220,000 tested, 0.3% active; AID 800; in the data active means inhibition above about 40%;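 further: 0% = enzyme with no compound and 100% = blank without enzyme; many of its hits are not listed in these tables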
Target sequence (P00748 20-372 limits assumed): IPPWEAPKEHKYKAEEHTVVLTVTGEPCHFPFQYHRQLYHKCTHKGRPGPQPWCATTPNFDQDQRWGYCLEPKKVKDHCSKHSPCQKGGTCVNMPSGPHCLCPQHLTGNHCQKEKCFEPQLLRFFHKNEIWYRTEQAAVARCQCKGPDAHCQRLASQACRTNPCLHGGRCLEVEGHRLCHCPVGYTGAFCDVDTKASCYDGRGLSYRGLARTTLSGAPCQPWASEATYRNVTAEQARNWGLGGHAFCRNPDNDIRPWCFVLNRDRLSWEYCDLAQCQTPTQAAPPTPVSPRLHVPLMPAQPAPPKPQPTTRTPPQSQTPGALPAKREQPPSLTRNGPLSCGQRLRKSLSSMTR
Target sequence (P00748 373-615 limits assumed): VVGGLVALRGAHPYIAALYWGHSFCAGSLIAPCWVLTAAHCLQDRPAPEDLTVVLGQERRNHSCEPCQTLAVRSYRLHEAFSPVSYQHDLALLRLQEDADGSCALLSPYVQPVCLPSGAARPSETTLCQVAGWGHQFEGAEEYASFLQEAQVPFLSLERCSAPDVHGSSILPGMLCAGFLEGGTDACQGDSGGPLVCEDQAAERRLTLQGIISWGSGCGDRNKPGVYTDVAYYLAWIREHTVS
hK5 inh: inhibitors of human kallikrein 5 | Q9Y337 | recombinant hK5, fluorogenic AMC substrate cleavage | inhibition, % at 5 µM | 210,000 tested, 0.59% active;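 active means inhibition of 40% or more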;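 further: 0% = enzyme controls without compound and 100% = no-enzyme blanks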
Target sequence (Q9Y337 67-293 limits assumed): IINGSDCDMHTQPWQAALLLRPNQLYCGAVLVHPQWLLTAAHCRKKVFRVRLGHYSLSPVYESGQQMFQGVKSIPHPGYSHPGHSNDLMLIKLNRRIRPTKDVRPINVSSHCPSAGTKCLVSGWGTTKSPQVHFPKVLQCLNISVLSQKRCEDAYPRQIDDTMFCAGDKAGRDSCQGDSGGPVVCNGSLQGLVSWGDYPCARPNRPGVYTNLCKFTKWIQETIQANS
The depositor's hits bear a star; i = inactive; . = not tested or not shown; [ ] = remark or other dose.

SMILES	PERK inh	thrombin 1536	Furin inhibitor	KCC2 mod	Wee1 stabilizer	p97 inhibitor	FXIa inh	FXIIa inh	hK5 inh
Cc1c(C(=O)NN2CCN(C)CC2)cccc1[N+](=O)[O-]	1.5	2	-9[20 µM]	0.69	-4	9	2	13	-9
Cc1cc(C(=O)N/N=C/c2ccccc2)c(C)o1	-0.2	-1	-17	-1.3	3	-12	7	15	4
Cc1c(Cl)c([N+](=O)[O-])nn1CCCC(=O)Nc1cccc(Cl)c1	-0.3	-10	-13	-0.016	-1	-5	-2	-2	-19
COc1ccccc1N/N=C1\COC(C)(C)CC1=O	-1.4	-5	2	0.87	-1	-3	-1	0	-1
Cc1ccc(CNC(=O)Cn2cnc3cc([N+](=O)[O-])ccc3c2=O)cc1	0.7	-3	-14	-1	-1	0	-1	5	6
CCOC(=O)CSc1nnc(NC(=O)c2cccc(S(=O)(=O)N3CCCCC3)c2)s1	-0.2	-2	-19[20 µM]	-0.44	0	1	-6	6	3
Cc1ccc(/C([O-])=C(/C(=S)NCc2ccco2)[n+]2ccccc2)cc1[N+](=O)[O-]	0.7	2	-16	-0.11	2	4	3	10	-3
Cc1cc(C(=O)OCC(=O)N2C(C)CCCC2C)c(C)o1 (stereo not drawn)	-1.7	-6	-18	0.54	2	2	0	3	3
Cn1nnc(C(O)CNCc2ccc(Cl)cc2)n1 (stereo not drawn)	0.8	0	-5	-1.4	-1	3	-7	-4	-18
O=C(NCc1ccc(F)cc1)C1CCN(S(=O)(=O)N2CCCCC2)CC1	0.0	-7	-6	-1.2	-4	0	-4	9	-1
Cc1cn(C2C=CC(CO)O2)c(=O)[nH]c1=O (stereo not drawn)	0.6	-3	-26[20 µM]	-0.28	-3	5	-8	2	-12
N#C/C(=C\c1cccnc1)c1ccc(Br)cc1	-0.5	-1	-17	-0.97	0	4	2	5	-2
COc1cccc(NC(=S)NCc2ccncc2)c1	0.4	-4	-9	-2.6	-1	2	10	12	-18
COc1cccc(-n2nc(C(=O)O)c3ccccc3c2=O)c1	0.2	-4	-16	0.024	-2	4	-11	-3	-4
COc1ccc(OC)c(CN2CCC(C(=O)N3CCOCC3)CC2)c1	0.4	1	-7	1.1	-1	1	8	13	-9
CC(=O)NC(Cc1ccc(F)cc1)C(=O)O (stereo not drawn)	0.4	1	-13	.	0	0	3	15	-18
CNS(=O)(=O)c1cccc(C(=O)OCC(=O)Nc2ccccc2F)c1	1.0	-7	-17	-0.71	-2	-3	0	10	0
CN1CCC(N(C)C(=O)NC2CCCCC2)CC1	1.2	1	-17	-0.39	3	1	1	8	-13
Cn1ccnc1/C(=N\NC(=O)c1ccc(O)cc1)c1cccc([N+](=O)[O-])c1	-0.4	-2	17	-0.54	2	6	2	6	1
CCc1ccccc1NC(=O)c1nnn(CC(=O)Nc2cccc(C)c2)c1N	-0.9	-10	-4	0.42	-2	-9	-9	-2	43*
COC(=O)CCC(=O)Oc1ccc(OC(=O)CCC(=O)OC)cc1	0.3	2	4	0.47	0	0	5	8	-5
O=C(N/N=C/c1ccc(C(F)(F)F)cc1)c1ccc(O)cc1	0.9	2	-4	-0.4	-4	1	-1	8	2
COc1ccc(OC)c(S(=O)(=O)N(C)CC(=O)O)c1	0.9	0	-18	0.81	-2	3	3	9	5
Cc1ccc(C)c(-n2nnnc2Sc2nc([N+](=O)[O-])nn2C)c1	0.5	3	-14	0.32	0	7	11	18	2
CCSc1nnc(NC(=O)C(C)(C(F)(F)F)C(F)(F)F)s1	0.3	3	-2	.	-1	1	6	17	-5
COc1ccc(Nc2cc(C)nc(N3CCOCC3)n2)cc1	0.6	-4	-9	-0.19	0	-2	-1	1	-12
Cc1ccc(S(=O)(=O)NCc2ccco2)c(C)c1C	0.5	-7	-20	0.1	-1	-4	7	-3	-8
CCOc1ccc(OCC)c(NC(=O)C2CCN(S(=O)(=O)c3cnc[nH]3)CC2)c1	1.1	0	-19[20 µM]	-0.52	2	-6	-11	7	-10
CC(C)(C)c1nc(SCC(=O)Nc2ccc3c(c2)OCCO3)c2ccccc2n1	-0.5	3	-7[20 µM]	0.35	5	-6	4	-4	6
COC(=O)c1c(NC(=O)c2ccc(C)o2)sc2c1CCCCC2	-0.1	2	-4[20 µM]	1.1	-2	1	6	18	-11
CCOC(=O)c1cc2c(=O)n3ccccc3nc2n(CCCOC)c1=NC(C)=O	-0.7	-26	-83[20 µM]	0.29	2	-2	-57	-54	i
O=C1CCCC/C1=C/Nc1cccc(C(F)(F)F)c1	1.0	-7	-12	-0.59	1	2	3	5	-8
N#Cc1cc(N2CCOCC2)nc2ccccc12	0.0	1	-11	0	-1	0	0	8	-1
CCOc1ccc(C2NC(=O)c3ccccc3O2)cc1 (stereo not drawn)	0.8	1	-24	.	-1	7	0	1	6
CCSc1nnc(NC(=O)NC(C)(C(F)(F)F)C(F)(F)F)s1	-0.6	-3	-11	0.33	0	-5	-2	2	-6
O=C(N/N=C/C1CC=CCC1)c1cc(-c2cccnc2)nc2ccccc12 (stereo not drawn)	0.2	-12	-17	-0.012	-4	6	-7	5	-1
Cc1ccc(NC(=O)C2(c3ccccc3)CCOCC2)cc1	0.7	-8	-20	0.15	-1	-3	2	7	6
O=C1CCC(=O)c2oc3ccccc3c2N1	0.6	3	-28	1.1	-3	4	3	18	-23
O=C(/C(=C(\O)c1ccccc1)c1ncc[nH]1)c1ccccc1	0.0	-3	-14	-0.28	1	6	-7	9	15
CC(NC(=O)COC(=O)Cc1ccccc1[N+](=O)[O-])c1ccccc1 (stereo not drawn)	0.2	-8	-2	0.25	1	-5	-12	-5	-16
COc1ccc(CCNC(=O)Cn2cnc3c(cnn3C(C)(C)C)c2=O)cc1OC	-0.2	-3	-13	0.34	-5	4	-9	10	-21
CCOC(=O)C1=C(C)NC(=O)CC1c1cc2c(cc1Br)OCO2 (stereo not drawn)	0.0	1	-24	-0.22	5	2	2	11	3
CCOC(=O)COc1ccc(/C=C/[N+](=O)[O-])c(OCC(=O)OCC)c1	-0.9	-1	-13[20 µM]	-0.023	-4	1	-1	7	1
CCn1cc(C2=NOC(C(=O)O)C2)c(C)n1 (stereo not drawn)	0.9	0	-22	-0.29	-1	4	11	18	6
CCCn1ncc(CN2CCC(Cc3cccc(F)c3)(C(=O)OCC)CC2)c1C	1.9	-5	-24	1.5	-1	-3	-3	3	.
COc1ccccc1NS(=O)(=O)c1ccc(NN=C2CCCCC2)c([N+](=O)[O-])c1	-0.1	-5	-27	-0.15	1	4	3	14	-10
Cc1cccc(NC(=O)CCN2C(=O)C3C4C=CC(C4)C3C2=O)c1 (stereo not drawn)	0.8	-5	-23[20 µM]	0.28	-1	5	-1	8	2
COc1ccc(N(CC(O)Cn2c(C)nc3ccccc32)S(=O)(=O)c2ccc(C)cc2)cc1 (stereo not drawn)	-0.3	2	-23	-0.078	-2	0	4	8	-9

Retrieved by structure from the entries so far, five records:
SMILES	PERK inh	thrombin 1536	Furin inhibitor	KCC2 mod	Wee1 stabilizer	p97 inhibitor	FXIa inh	FXIIa inh	hK5 inh
CCOC(=O)COc1ccc(/C=C/[N+](=O)[O-])c(OCC(=O)OCC)c1	-0.9	-1	-13[20 µM]	-0.023	-4	1	-1	7	1
COc1ccccc1NS(=O)(=O)c1ccc(NN=C2CCCCC2)c([N+](=O)[O-])c1	-0.1	-5	-27	-0.15	1	4	3	14	-10
Cc1cccc(NC(=O)CCN2C(=O)C3C4C=CC(C4)C3C2=O)c1 (stereo not drawn)	0.8	-5	-23[20 µM]	0.28	-1	5	-1	8	2
COc1ccc(CCNC(=O)Cn2cnc3c(cnn3C(C)(C)C)c2=O)cc1OC	-0.2	-3	-13	0.34	-5	4	-9	10	-21
Cc1ccc(NC(=O)C2(c3ccccc3)CCOCC2)cc1	0.7	-8	-20	0.15	-1	-3	2	7	6

(more compounds)
SMILES	PERK inh	thrombin 1536	Furin inhibitor	KCC2 mod	Wee1 stabilizer	p97 inhibitor	FXIa inh	FXIIa inh	hK5 inh
Fc1ccc(C2CC(c3cccs3)=NN2C(=S)Nc2ccccc2)cc1 (stereo not drawn)	0.2	-9	-5	0.0019	1	1	5	12	-13
CC(=O)Nc1ccc(-c2csc(NC(=O)Nc3ccccc3)n2)cc1	0.7	-1	-2	0.61	17*	3	-1	5	4
CNC(=O)CC(=O)Nc1ccccc1C(=O)O	1.9	-6	-15[20 µM]	1.7	2	3	-3	7	-1
CC(=O)NC1=NN(C(C)=O)C(C)(CS(=O)(=O)c2ccc(C)c(C)c2)S1 (stereo not drawn)	-0.3	1	-9[20 µM]	.	0	-3	-3	12	-4
O=C(NCC(c1ccco1)N1CCCCC1)c1ccc2c(c1)S(=O)(=O)c1ccccc1C2=O (stereo not drawn)	0.2	-6	-21	-1.6	2	9	2	3	-2
Cc1ccc(Nc2ccc([N+](=O)[O-])nc2[N+](=O)[O-])cc1	0.6	1	-7[20 µM]	0.6	5	0	5	17	6
Cc1ccc(-n2ncc3c(=O)n(CC(=O)N4CCN(c5ccccc5)CC4)cnc32)cc1C	1.0	-5	2	0.52	4	1	-6	0	-11
CC(=O)c1c(N2CCN(Cc3ccc4c(c3)OCO4)CC2)nc(=S)n(-c2ccccc2)c1C	0.2	1	-12[20 µM]	.	-1	-1	17	30	-9
O=C(c1cccc(S(=O)(=O)N2CCOCC2)c1)N1CCCc2ccccc21	0.5	-8	-27[20 µM]	.	0	1	4	6	-3
CCN(CC)S(=O)(=O)c1ccc(NC(=O)c2ccc(CN3CCOCC3)cc2)cc1	0.4	0	-16[20 µM]	0.38	3	-2	5	10	-10
O=S(=O)(c1ccccc1)c1nc(-c2ccccc2Cl)oc1NCCN1CCOCC1	-1.6	-1	-21[20 µM]	-0.68	-2	-7	-6	6	-8
Cc1ccc(NC(=O)Cc2nnc(N)s2)cc1	0.9	-7	-16	-0.07	1	2	-1	3	15
CCOC(=O)c1c(C)n(C)c2ccc(OC)c(NS(=O)(=O)c3ccc(Cl)s3)c12	0.6	-2	-4	-0.11	1	0	-6	12	-1
CC(=O)N1N=C(c2cccc(Br)c2)OC12CCCC2	1.8	-2	3	-0.34	0	-1	2	14	.
Fc1cccc2sc(N3CCCC3)nc12	0.3	3	-19	0.21	-1	-2	4	2	-13
CC(=O)C(Cc1ccc(Cl)nc1)Cc1ccc(Cl)nc1	0.6	2	-22	-0.2	0	4	2	16	.
CCCCNCCOCCOc1ccc(F)cc1	-0.8	-3	-17	.	1	-7	13	22	-6
Cc1ccc(CN2CCN(Cc3nc4c(s3)CCCC4)CC2CCO)cc1 (stereo not drawn)	0.6	-8	-12	-0.81	-2	-7	-2	7	-4
Cc1cc(Nc2ccc(F)cc2C)n2nc(C)nc2n1	1.8	2	-26	.	1	4	6	15	-16
S=C(Nc1ccc2nsnc2c1)NC1CCCCC1	-0.5	2	-4	0.16	2	15*	-4	7	-7
CCOC(=O)C1=C(C)NC(SCC(N)=O)=C(C#N)C1c1ccncc1 (stereo not drawn)	1.3	4	-25	1.3	-3	3	-5	11	-25
C/C(NC(=O)c1ccccc1)=C1/C(=O)CC2C1C2(C)C (stereo not drawn)	1.6	0	-11	.	0	4	9	14	-1
O=C(CN1CCN(c2cccc(Cl)c2)CC1)Nc1nccs1	1.4	-8	-26	-0.76	1	1	-4	4	-2
CN(C)C(=O)Cn1cnc2c(cnn2-c2ccccc2Cl)c1=O	0.0	-2	-30	0.79	0	2	-13	11	1
Fc1ccc(C2=CC(c3ccc(Br)o3)n3ncnc3N2)cc1 (stereo not drawn)	0.5	-1	-36	-1.6	-2	0	5	7	-11

Compounds as they come; about 4.4% have a hit in one of these screens.
